CendR NRP1 mod: modulators of CendR peptide binding to human neuropilin-1. O14786. FAM-RPARPAR peptide binding to NRP-1, fluorescence polarization. AID 602438. inhibition, % at 25 µM. actives 0.85% (n = 360,000);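 active = inhibition or corrected inhibition above about 18%, plus a signal ratio from 0.5 to 1.5, limit read from the data, passing the limit was not always enough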; also: strong numbers were not always called active
SUMO1 PPI mod: alters human SUMO1 binding to SIM partners; SUMO1 binding to a labelled peptide, TR-FRET, 1 h; AID 602429; inhibition, % at 20 µM; actives 0.33% (n = 360,000); P63165; in the data active = inhibition above about 37%
NadD inh: NadD (S. aureus) enzyme inhibition; purified NadD enzyme, colorimetric absorbance read-out; inhibition, % at 20 µM; actives 0.78% (n = 360,000); AID 602399; in the data active = inhibition above about 26%; also: some compounds past the cut are filed as inactive
TbMetRS inhib: blocks T. brucei methionyl-tRNA synthetase activity; purified T. brucei MetRS, ATP depletion, Kinase-Glo luminescence; inhibition, % at 11.9 µM; actives 0.4% (n = 360,000); AID 624268;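 active = inhibition above a per-plate cutoff of the control wells' mean inhibition plus 3 SD, cut at about 5.5% in these data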;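 also: 0% = DMSO wells median and 100% = median of wells with control inhibitor compound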
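Material: T. brucei methionyl-tRNA synthetase, purified; reagent: substrates ATP, L-methionine and bulk Escherichia coli tRNA; dosing: 11.9 µM single point; timing: 15 min plus 2 h at 25 °C; detection: luminescence of leftover ATP; evaluation: % inhibition; control set: DMSO-only wells as low control; replicates: singlicate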
SKN-1 block: inhibitors of C. elegans SKN-1. C. elegans VP596 Pgst-4::GFP/RFP ratio, acrylamide-induced, 24 h. actives 0.49% (n = 360,000). AID 624304. inhibition, % at 21.8 µM;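 active = interference check ratio from 0.5 to 1.5 plus GFP to RFP signal ratio inhibition reaching or exceeding a fixed threshold, cut at about 30% in these data, passing the limit was not always enough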; also: some compounds called inactive have numbers as strong as hits
STEP inh: inhibitors of human striatal-enriched phosphatase STEP | P54829 | recombinant STEP, OMFP fluorogenic substrate, fluorescence | inhibition, % at 20 µM | actives 0.25% (n = 360,000) | AID 588621;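 active = inhibition at 20 µM, scaled per plate between control wells, above about 37%, limit read from the data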;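 also: 0% = DMSO with enzyme and substrate and 100% = substrate only without enzyme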
Target sequence (P54829 whole entry, looked up): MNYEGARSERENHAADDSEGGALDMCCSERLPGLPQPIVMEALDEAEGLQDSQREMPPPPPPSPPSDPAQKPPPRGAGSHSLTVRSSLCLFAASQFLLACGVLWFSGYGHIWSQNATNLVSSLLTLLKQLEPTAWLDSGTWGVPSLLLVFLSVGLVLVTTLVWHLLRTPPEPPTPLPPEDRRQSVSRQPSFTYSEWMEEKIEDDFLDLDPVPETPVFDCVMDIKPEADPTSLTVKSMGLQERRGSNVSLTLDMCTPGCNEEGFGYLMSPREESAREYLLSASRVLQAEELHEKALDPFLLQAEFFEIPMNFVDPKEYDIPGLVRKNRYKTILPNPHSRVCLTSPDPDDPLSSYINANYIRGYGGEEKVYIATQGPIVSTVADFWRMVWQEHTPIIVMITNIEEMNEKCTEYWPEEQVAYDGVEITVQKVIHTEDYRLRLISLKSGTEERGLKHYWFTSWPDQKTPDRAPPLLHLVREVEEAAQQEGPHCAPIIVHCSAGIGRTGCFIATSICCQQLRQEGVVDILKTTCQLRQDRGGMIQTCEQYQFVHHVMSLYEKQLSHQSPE
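Assay system: isolated STEP enzyme. Buffer or medium: pH 6.0 Bis-Tris with DTT and Tween 20. Also added: fluorogenic phosphatase substrate OMFP at 25 µM final. Dosing: 20 µM, 1% DMSO. Timing: 20 min reaction, room temperature, in the dark. Measured by: fluorescence intensity, excitation 480 nm, emission 540 nm. Evaluation: normalized % inhibition.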
Scp-1 inhibitor: inhibitors of human Scp-1 phosphatase. inhibition, % at 20 µM. Recombinant Scp1, phosphopeptide, malachite green phosphate absorbance. actives 0.88% (n = 340,000);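 active = inhibition above about 50% at 20 µM, limit read from the data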;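 also: plate controls were DMSO wells with enzyme for no effect and wells lacking enzyme for full effect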
Target sequence (Q9GZU7 76-261 limits assumed): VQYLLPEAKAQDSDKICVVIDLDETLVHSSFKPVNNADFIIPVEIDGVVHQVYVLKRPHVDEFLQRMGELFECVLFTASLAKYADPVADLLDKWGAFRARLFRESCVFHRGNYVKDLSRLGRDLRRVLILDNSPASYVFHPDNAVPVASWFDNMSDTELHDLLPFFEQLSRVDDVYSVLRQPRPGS
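Incubation: 45 min enzyme reaction at room temperature / System: truncated SCP-1 phosphatase (76-261aa) / Reagent: Phospho 17-mer peptide substrate / Buffer or medium: Acidic Tris acetate buffer with magnesium and detergent / Signal: absorbance at 630 nm / Doses: one concentration, 20 µM, with 1.0% DMSO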
LMPTP block: LMPTP (human) inhibition. actives 0.22% (n = 360,000). AID 651560. P24666. recombinant LMPTP-A, OMFP fluorogenic substrate, fluorescence intensity. inhibition, % at 20 µM;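 active = compounds that cut the enzyme signal by at least half of the control window in the single-dose screen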;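 also: plate controls were DMSO wells with enzyme plus substrate for no effect and substrate without enzyme for full effect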
Target sequence (P24666 whole entry, looked up): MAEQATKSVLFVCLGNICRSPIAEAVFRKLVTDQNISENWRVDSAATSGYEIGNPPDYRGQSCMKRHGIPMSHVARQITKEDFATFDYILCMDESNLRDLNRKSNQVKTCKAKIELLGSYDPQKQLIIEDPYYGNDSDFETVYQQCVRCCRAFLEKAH
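Assay system: LMPTP-A enzyme. Input: 0.625 nM LMPTP-A final. Probe or stimulus: 400 µM OMFP. Compound dosing: single 20 µM dose. Schedule: 50 min dark incubation at room temperature. Detection: fluorescence intensity of OMFP turnover product. Read-out: percent inhibition versus substrate-only and uninhibited controls. Benchmarks: no-enzyme low control, uninhibited high control.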
Neddylation inh: blocks human cullin neddylation; TR-FRET cullin neddylation, biochemical; calls only at 25 µM; AID 651699; P61081+Q13564; actives 0.58% (n = 360,000); in the data active = inhibition above about 36%
DNMT1 block: blocks human DNA methyltransferase DNMT1; DNMT1 molecular beacon, Hinp1I cleavage, fluorescence; AID 588458; P26358; inhibition (reported as % activation of signal), % at 10 µM; actives 0.83% (n = 360,000); in the data active = inhibition above about 50%
An asterisk follows results filed as active; i = inactive; . = not tested or not shown.

SMILES	CendR NRP1 mod	SUMO1 PPI mod	NadD inh	TbMetRS inhib	SKN-1 block	STEP inh	Scp-1 inhibitor	LMPTP block	Neddylation inh	DNMT1 block
CC(C)C(NC(=O)c1ccc(Cl)cc1Cl)C(=O)N1CCC1 (stereo unspecified)	-21	-8	6	0.3	-11	-3	-3	-4.7	i	-2
Cc1[nH]n(-c2ccccc2)c(=O)c1CCO	-2	-3	-2	0.2	12	-1	3	0.4	i	1
Cc1cc(NS(=O)(=O)c2ccc(NC(=O)COc3ccc(C#N)cc3)cc2)nc(C)n1	3	6	-1	0.1	-5	-1	0	-1.3	i	0
OC(c1ccccc1)c1nc(-c2cc3ccccc3o2)cs1 (stereo unspecified)	-4	-8	-4	0.2	9	-3	.	3.1	i	-2
Cc1cc(OC(F)F)ccc1NC(=S)NC1CCCC1	6	6	-1	0.3	2	4	-2	-0.6	i	1
NS(=O)(=O)c1ccc(CCNC(=O)CN2C(=O)c3ccccc3S2(=O)=O)cc1	10	2	-3	-0.2	3	0	-3	-0.1	i	-2
CCOCCCNC(=O)c1c[nH]c2cc(OC)ccc2c1=O	-7	-3	-4	0.0	-6	-1	-2	-1.7	i	2
C=C(C)[C@@H]1CC[C@]2(C(=O)O)CC[C@]3(C)C(CCC4[C@@]5(C)CC[C@H](O)C(C)(C)C5CC[C@]43C)C12 (stereo partly specified)	-4	3	3	-0.2	9	4	-4	-0.1	i	60*
Cc1nnc(N(C)C(=O)c2cccnc2)s1	7	0	0	0.1	8	-7	26	-0.8	i	4
Cn1cc([C@]2(O)C(=O)Nc3ccc(Br)cc32)c2ccccc21	1	4	.	0.3	8	.	.	0.1	i	.
O=C(CCN1C(=O)/C(=C/c2ccc(F)cc2)SC1=S)NC1CCS(=O)(=O)C1 (stereo unspecified)	9	-32	1	-0.2	22	9	-11	-1.1	i	-2
Cc1ccc(C)c(NC(=O)CN(C)C(=O)Cn2c(=O)oc3ccccc32)c1	-39	1	1	-0.3	6	-1	-10	-0.6	i	-2
CC(C)(C)NC(=O)C(c1cccs1)N(C(=O)c1csnn1)c1cccc(F)c1 (stereo unspecified)	-3	0	-2	0.0	-15	-2	-9	0.5	i	8
CCc1cc(C(=O)N2CCN(S(=O)(=O)c3cc(C)ccc3C)CC2)sc1C	2	1	-9	-0.2	3	1	-15	3.3	i	2
O=[N+]([O-])c1cc(-c2ccc(/C=N\n3cnnc3)o2)cc([N+](=O)[O-])c1	10	-24	10	-0.4	-12	1	7	3.1	i	9
CCCCN(C)C(=O)c1cn(CC)c2ccc(S(=O)(=O)N(C)C)cc2c1=O	-3	4	2	-1.5	-12	-2	-10	-0.1	i	0
COc1ccc(C(=O)NCc2nnc(SCC(=O)Nc3ccccc3F)o2)cc1	0	-1	3	-0.3	-2	-1	52*	-0.7	i	3
Clc1ncc(CN2CCN(c3ccccc3)CC2)s1	-11	-1	-3	0.0	-4	-4	3	0.6	i	0
COCC(=O)Nc1ccc(S(=O)(=O)N2CCCC2)cc1	-4	2	-1	-0.5	0	1	-15	-1.4	i	2
COc1ccc(S(=O)(=O)Nc2c(C)ccc3nsnc23)cc1OC	-8	-18	-5	-1.0	-13	0	-8	-1.5	i	-6
C/C(=N\Nc1ccc(Cl)c(C(=O)O)c1)c1ccc(N2CCOCC2)cc1	6	34	-3	-0.5	11	-1	7	-0.6	i	2
COC1=C(Br)C(=O)c2ncccc2C1=O	36*	49*	6	0.8	12	9	2	12	i	91*
O=C(NNC(=O)c1ccc(Br)o1)c1csc(N2CCOCC2)n1	11	1	-8	-0.3	6	0	25	-1.0	i	2
Nc1nccnc1C(=O)OCc1nc2sc3c(c2c(=O)[nH]1)CCCC3	-32	-13	8	-0.4	9	0	-1	-1.3	i	0
Cc1cc(C)n2nc(C(=O)Nc3ccc4c(c3)OCO4)nc2n1	-2	17	3	-1.8	-4	-1	2	6.6	i	-7
Cc1ccc2occ(C(c3nnnn3C3CCCC3)N3CCN(C(=O)c4ccco4)CC3)c(=O)c2c1 (stereo unspecified)	-1	1	4	-1.2	-3	0	1	-1.9	i	1
COc1ccc(OCC(=O)NNC(=O)C(=O)Nc2ccc(C)cc2)cc1	9	2	0	-0.5	-3	-1	1	8.1	i	0
Cc1ccc(NC(=O)CN(C)C(=O)COc2cccc3cccnc23)cc1	-1	-6	0	-0.1	-4	-1	-10	-1.2	i	-4
CC(=O)c1ccc(OCC(=O)N2CCCC(Nc3ccc(C)c(C)c3)C2)cc1 (stereo unspecified)	10	-5	2	-0.1	15	0	-2	0.2	i	-3
CCOc1cc(C(=O)NC(=S)Nn2cnnc2)cc(OCC)c1OCC	9	-1	5	-0.4	1	1	-13	0.3	i	-3
O=C(/C=C/c1cc(Br)ccc1F)OCC(=O)N1CCOCC1	3	-11	-5	0.9	3	-4	-5	-2.2	i	4
COc1cc(C(=O)OC(C)CN2C(C)CCCC2C)cc(OC)c1OC (stereo unspecified)	0	-1	-2	-0.2	8	1	-7	-1.2	i	-2
O=C(O)CCc1nc2ccccc2c(=O)[nH]1	12	2	-9	-0.8	3	-3	1	-1.4	i	-1
Cc1[nH]n(C(N)=S)c(=O)c1N=Nc1cccc(Cl)c1	11	-26	1	-0.1	11	4	-7	0.5	i	-4
CCOc1ccc(NS(=O)(=O)c2ccc(C(=O)NNC(=O)c3ccccc3O)cc2)cc1	6	22	-2	-0.3	-24	0	-9	1.6	i	1
Cc1cc(C)cc(NC(=O)[C@H](NC(=O)[C@@H]2Cc3ccccc3CN2)c2ccccc2)c1	-10	-2	-1	-0.4	18	0	-6	-1.4	i	11
Cc1cccc(N=C2NC(=O)/C(=C/c3cccnc3)S2)c1C	-12	-10	-4	-0.3	13	-2	-3	-0.3	i	7
Cc1ccc(-c2nc(NC(=O)CSc3ccc4ccccc4n3)ns2)cc1	4	8	13	-0.2	20	0	-4	5.3	i	4
CC(C)c1ccccc1NC(=S)N1CCN(S(=O)(=O)c2cccs2)CC1	-2	1	-7	0.1	-1	-2	-7	0.2	i	-2
COc1cc2[nH]c3ccccc3c2cc1C	-4	-3	-1	1.1	15	0	-1	0.3	i	-8
O=C(CCl)Nc1cccc(-c2cnc3ccccc3n2)c1	-5	-22	-4	-1.1	-10	-2	-3	-2.4	i	4
Cc1ccc(S(=O)(=O)N2CCN(C(=O)CCn3nc(C)c(C)c3C)CC2)cc1C	12	10	-1	-0.8	-22	-1	1	-1.0	i	-3
O=C(COC(=O)C1CC(=O)N(Cc2ccco2)C1)c1ccc(OC(=O)c2ccco2)cc1 (stereo unspecified)	-51	25	36*	0.2	5	10	81*	18	i	76*
Cc1cccc(S(=O)(=O)N[C@@H]2CC[C@@H](CCNS(=O)(=O)c3ccccc3F)O[C@@H]2CO)c1	23	1	.	-0.2	2	.	.	-1.7	i	.

15 neighbouring records already listed:
SMILES	CendR NRP1 mod	SUMO1 PPI mod	NadD inh	TbMetRS inhib	SKN-1 block	STEP inh	Scp-1 inhibitor	LMPTP block	Neddylation inh	DNMT1 block
CCOc1cc(C(=O)NC(=S)Nn2cnnc2)cc(OCC)c1OCC	9	-1	5	-0.4	1	1	-13	0.3	i	-3
O=C(/C=C/c1cc(Br)ccc1F)OCC(=O)N1CCOCC1	3	-11	-5	0.9	3	-4	-5	-2.2	i	4
COc1cc(C(=O)OC(C)CN2C(C)CCCC2C)cc(OC)c1OC (stereo unspecified)	0	-1	-2	-0.2	8	1	-7	-1.2	i	-2
O=C(O)CCc1nc2ccccc2c(=O)[nH]1	12	2	-9	-0.8	3	-3	1	-1.4	i	-1
Cc1[nH]n(C(N)=S)c(=O)c1N=Nc1cccc(Cl)c1	11	-26	1	-0.1	11	4	-7	0.5	i	-4
CCOc1ccc(NS(=O)(=O)c2ccc(C(=O)NNC(=O)c3ccccc3O)cc2)cc1	6	22	-2	-0.3	-24	0	-9	1.6	i	1
Cc1cc(C)cc(NC(=O)[C@H](NC(=O)[C@@H]2Cc3ccccc3CN2)c2ccccc2)c1	-10	-2	-1	-0.4	18	0	-6	-1.4	i	11
Cc1cccc(N=C2NC(=O)/C(=C/c3cccnc3)S2)c1C	-12	-10	-4	-0.3	13	-2	-3	-0.3	i	7
Cc1ccc(-c2nc(NC(=O)CSc3ccc4ccccc4n3)ns2)cc1	4	8	13	-0.2	20	0	-4	5.3	i	4
CC(C)c1ccccc1NC(=S)N1CCN(S(=O)(=O)c2cccs2)CC1	-2	1	-7	0.1	-1	-2	-7	0.2	i	-2
COc1cc2[nH]c3ccccc3c2cc1C	-4	-3	-1	1.1	15	0	-1	0.3	i	-8
O=C(CCl)Nc1cccc(-c2cnc3ccccc3n2)c1	-5	-22	-4	-1.1	-10	-2	-3	-2.4	i	4
Cc1ccc(S(=O)(=O)N2CCN(C(=O)CCn3nc(C)c(C)c3C)CC2)cc1C	12	10	-1	-0.8	-22	-1	1	-1.0	i	-3
O=C(COC(=O)C1CC(=O)N(Cc2ccco2)C1)c1ccc(OC(=O)c2ccco2)cc1 (stereo unspecified)	-51	25	36*	0.2	5	10	81*	18	i	76*
Cc1cccc(S(=O)(=O)N[C@@H]2CC[C@@H](CCNS(=O)(=O)c3ccccc3F)O[C@@H]2CO)c1	23	1	.	-0.2	2	.	.	-1.7	i	.

Screens: PubChem BioAssay, several laboratories
